# Screening data from PubChem.
# Pol beta inh = blocks human DNA polymerase beta activity. P06746. Pol beta primer extension/strand displacement, fluorescence kinetic. Potency, µM (top dose mostly 114 µM), inactives show at the highest dose activity change, negative = inhibition, most hits filed as inhibitors. hit rate 1.3% among 340,000; further: potency means the concentration at half of the fitted maximal effect; on the % scale 0 is the no-effect control and ±100 the full control effect
#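 Human Pol beta at 10 nM; strand-displacement substrate 50 nM final. Compound exposure 15 min at room temperature before start, reaction 10 min at room temperature.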
# TRHR ag = TRH receptor (human) agonism | P34981 | TRHR cells, calcium flux fluo-8, FDSS agonist mode | activation, % at 2 µM | hit rate 0.18% among 360,000 | AID 493084; in the data active means activation above about 30%; further: 0% is about no effect
#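 Read-out: compound-evoked intracellular calcium rise in TRHR cells, fluo-8 dye, kinetic FDSS fluorescence at 1 s/cycle following a 10-cycle baseline. Cells cultured overnight before dye loading (30 min–1.5 h, RT).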
# ALOX12 inh = inhibitors of human 12S-lipoxygenase ALOX12. P18054. purified 12hLO, xylenol orange hydroperoxide absorbance. Potency, µM (highest dose often 108 µM), inactives show at the top dose activity change, negative = inhibition, usual class: inhibitors. hit rate 1.1% among 580,000. AID 1671190; further: potency means the concentration at half of the fitted maximal effect; on the % scale 0 is the no-effect control and ±100 the full control effect
#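 Purified human 12hLO (150 nM final) in 25 mM Hepes, 0.01% Triton X-100, pH 7.0 was preincubated 15 min at room temperature with compound. Then 40 uM arachidonic acid was added, 30 min. Hydroperoxide was read by Fe-XO absorbance ratio 573/405 nm.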
# ERG-DNA inh = inhibitors of human ERG Ets domain-DNA interaction; P11308; fluorescence polarization, His-ERG Ets domain / labelled DNA; Potency, µM (top dose mostly 76.9 µM), inactives show at the top dose FP activity, negative = inhibition, actives largely listed as inhibitors; hit rate 0.028% among 370,000; AID 624246; active means well fitted inhibition curve with a large enough effect in the polarisation, with a control signal flat; inconclusive means small, poorly fitted or top-dose-only effect, or effect the other way, or a change in a side signal; inactive means no such curve, though single readings can be large or run the other way; the % refers to the polarisation;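 further: polarization taken with two DNA probes labelled with fluorescein and Texas red; potency means the concentration at half of the fitted maximal effect; % of control where 0% means no effect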
#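 His-tagged ERG Ets domain (1 uM in the protein solution; 300mM KCl, 50mM Tris-HCl, 1mM EDTA, 1mM DTT, pH 7.5) received compound, then a probe mix of 5 nM fluorescein-DNA and 100nM Texas-615-DNA. Fluorescence polarization was read for both dyes.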
# BLM helicase inh = Bloom syndrome helicase (human) inhibition; recombinant BLM DNA unwinding, fluorescence dequenching; hit rate 0.2% among 350,000; Potency, µM (highest dose often 56.1 µM), for the others: top-dose activity change, negative = inhibition, hits mostly inhibitors; P54132;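 further: potency means the concentration at half of the fitted maximal effect; plate controls were vehicle for no effect and no enzyme for full effect; nearly all actives have a fitted effect of over 35% in size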
# POLK inh = DNA polymerase kappa (human) inhibition | Potency, µM (highest dose often 107 µM), for the others: at the top dose activity, negative = inhibition, most hits filed as inhibitors | hit rate 0.53% among 400,000 | Q9UBT6 | AID 588579 | purified Pol kappa, fluorescent DNA synthesis assay, 10 min; further: potency means the concentration at half of the fitted maximal effect; on the % scale 0 is the no-effect control and ±100 the full control effect
# Target sequence (Q9UBT6 whole entry, looked up): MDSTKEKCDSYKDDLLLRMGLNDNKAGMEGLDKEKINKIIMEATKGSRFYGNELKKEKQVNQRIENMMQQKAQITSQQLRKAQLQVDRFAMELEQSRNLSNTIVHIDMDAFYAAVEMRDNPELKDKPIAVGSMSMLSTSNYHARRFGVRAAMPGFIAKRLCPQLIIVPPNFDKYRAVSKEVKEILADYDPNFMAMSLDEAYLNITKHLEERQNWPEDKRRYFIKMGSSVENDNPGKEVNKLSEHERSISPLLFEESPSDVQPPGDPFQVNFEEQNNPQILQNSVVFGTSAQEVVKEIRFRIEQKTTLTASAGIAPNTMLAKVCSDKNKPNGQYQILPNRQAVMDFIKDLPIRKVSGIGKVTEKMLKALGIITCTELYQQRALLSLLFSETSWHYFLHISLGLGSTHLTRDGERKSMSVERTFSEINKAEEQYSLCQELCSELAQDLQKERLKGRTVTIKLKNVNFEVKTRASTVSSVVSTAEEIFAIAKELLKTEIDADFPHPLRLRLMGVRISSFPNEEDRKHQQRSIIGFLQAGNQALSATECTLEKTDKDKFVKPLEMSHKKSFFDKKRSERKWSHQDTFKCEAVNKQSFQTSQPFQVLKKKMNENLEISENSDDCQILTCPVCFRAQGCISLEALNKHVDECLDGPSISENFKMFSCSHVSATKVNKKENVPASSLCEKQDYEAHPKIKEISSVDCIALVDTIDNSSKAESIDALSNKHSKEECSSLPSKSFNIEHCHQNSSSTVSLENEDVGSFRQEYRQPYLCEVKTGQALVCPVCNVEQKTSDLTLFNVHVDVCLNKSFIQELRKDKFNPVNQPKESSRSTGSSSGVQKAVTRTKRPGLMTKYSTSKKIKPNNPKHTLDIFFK
#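 10 nM Pol kappa preincubated 15 min at room temperature with compounds, then reaction started with substrate at 50 nM final. Fluorescence read kinetically at 0 and 10 min; buffer-only wells served as negative control.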
# APE1 inh = blocks human APE1 abasic DNA cleavage. AID 2517. P27695. hit rate 0.35% among 350,000. Potency, µM (doses to about 65.8 µM), without a hit: top-dose activity change, negative = inhibition, most hits filed as inhibitors. recombinant APE1, TAMRA/BHQ-2 abasic DNA cleavage fluorescence;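 further: potency means the concentration at half of the fitted maximal effect; plate controls were vehicle for no effect and reference inhibitor for full effect; nearly all actives have a fitted effect of over 55% in size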
#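 Incision of a quenched TAMRA/BHQ-2 THF abasic-site duplex (50 nM) by 0.75 nM APE1, after 15 min compound preincubation, measured as fluorescence increase over three 60 s reads. Values normalized to buffer, DMSO and NSC13755 control wells.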
# POLI inh = inhibitors of human DNA polymerase iota; Q9UNA4; Pol iota fluorescent replication assay, 10 min; Potency, µM (highest dose often 115 µM), for inactives: top-dose activity, negative = inhibition, most hits filed as inhibitors; hit rate 1% among 390,000; further: potency means the concentration at half of the fitted maximal effect
#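 Pol iota at 10 nM preincubated 15 min with compounds at room temperature; reaction started with fluorescent substrate, 50 nM final. Fluorescence read kinetically at 0 and 10 min; buffer-only wells as negative control.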
# Anesthetic bind = binds horse apoferritin like a general anesthetic; P02791; apoferritin/1-aminoanthracene competitive binding, fluorescence; Potency, µM (top dose mostly 77.5 µM), for inactives: top-dose activity change, negative = displacement, usual class: inhibitors; hit rate 0.074% among 350,000; further: potency means the concentration at half of the fitted maximal effect; on the % scale 0 is the no-effect control and ±100 the full control effect; nearly all actives have a fitted effect of over 20% in size
# Target sequence (P02791 2-175 limits assumed): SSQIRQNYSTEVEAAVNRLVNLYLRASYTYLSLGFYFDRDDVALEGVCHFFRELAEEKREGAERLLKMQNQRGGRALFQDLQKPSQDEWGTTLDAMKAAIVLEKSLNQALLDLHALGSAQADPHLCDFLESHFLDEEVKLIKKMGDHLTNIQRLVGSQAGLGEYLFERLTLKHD
#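 Read-out: endpoint 1-AMA fluorescence, excitation 380 nm and emission 535 nm, after compounds sit 10 min at room temperature with 10 uM horse-spleen apoferritin in 50% saturated 1-AMA/PBS. Values come from four-parameter Hill fits.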
# Starred values were filed as active, the others as inactive; u = inconclusive; x = no result given; [ ] = another dose, or the depositor's remark. Unless noted, the call rests on the fitted dose curve; in most records, active means well fitted curve in the direction sought with a large enough effect; inconclusive means small, poorly fitted or top-dose-only effect, or another doubt; inactive means no such curve, though single readings can be large; an effect the other way counts as inactive or inconclusive. These rows are one share of the data, so the mix of outcomes need not match the whole.
mol,POLI inh,Anesthetic bind,POLK inh,ALOX12 inh,TRHR ag,BLM helicase inh,Pol beta inh,APE1 inh,ERG-DNA inh
CCOc1ccc(CCNC(=O)Cn2nc(C)n3cccc3c2=O)cc1OCC,50.0%[activator],-5.6%,10.0%,x,-0.9,-7.8%,13.1%,86.1%[activator],12.7%
COc1ccc(CCNC(=O)C2CCCN(c3nc4ccccc4s3)C2)cc1OC (stereo not drawn),29.8%,-0.4%,-8.6%,1.6%,-0.6,-15.5%,7.4%,9.1%,4.9%
CS(=O)(=O)c1ccc(NCCN2CCOCC2)c([N+](=O)[O-])c1,31.5%[activator],0.2%,-1.2%,0.2%,1.1,1.9%,65.4%,0.0%,11.8%
CC1(C)OC(=O)C(=CNn2cnc3ccccc3c2=O)C(=O)O1,-15.1%,-14.2%,0.5%,7.2%,0.3,-1.0%,15.2%,1.0%,x
COC(=O)[C@@H](Cc1ccccc1)NC(=O)NCCc1ccc(OC)c(OC)c1,-9.7%,-4.8%,11.6%,0.1%,0.3,-1.0%,0.4%,23.2%,0.3%
CC1(C)Oc2ccc3ccc(=O)oc3c2/C(=C/NC2CCCCC2)C1=O,-2.8%,-3.7%,-2.9%,18.3%,-0.1,-6.6%,-11.8%,-1.2%,-3.2%
COc1cc(OC)cc(C(=O)NNC(=O)CCC(=O)c2cc(C)sc2C)c1,4.1%,x,-11.1%,173.4%[activator],x,x,x,17.9%,31.3%[activator]
COc1ccc(-n2nc(C(=O)Nc3cccc(Cl)c3)c3c4ccccc4n(C)c3c2=O)cc1Cl,8.4%,-3.1%,2.6%,-5.0%,0.0,0.1%,36.9%,x,0.4%
CC(=O)Oc1ccc(CCC(C)OC(C)=O)cc1 (stereo not drawn),-4.6%,5.2%,-2.3%,-7.3%,0.9,-1.5%,-1.3%,-2.1%,9.6%
COc1ccc(C2C(C#N)=C(N)Oc3cc(O)ccc32)cc1 (stereo not drawn),14.9%,x,10.0%,u,x,x,x,x,7.2%
COc1cccc(CNC(=O)C2CCN(S(=O)(=O)N3CCC4(CC3)OCCO4)CC2)c1,-3.0%,-3.6%,-12.5%,0.4%,-0.3,0.1%,44.3%,15.4%,4.8%
CN(C)c1cccc(C(=O)NNC(=O)C23CC4CC(CC(C4)C2)C3)c1,-5.2%,x,12.6%,8.1%,x,x,x,9.9%,0.5%
C/C(=N\NC(=O)c1nonc1N)c1cccs1,-1.3%,4.1%,1.9%,-24.6%,-0.8,2.8%,25.9%,-10.3%,-15.9%
O=C(NCc1cccs1)C1CC(O)CN1C(=O)Nc1ccccc1 (stereo not drawn),22.5%,4.3%,-15.7%,0.0%,0.6,0.3%,19.1%,-5.2%,-4.1%
Cc1cc(C)n(CC(=O)NC2CCCc3c2cnn3-c2ccc(C)c(C)c2)n1 (stereo not drawn),39.3%[activator],-3.7%,4.3%,1.1%,-0.4,0.4%,42.7%,27.0%,14.3%
CC(C)COc1cccc(C(=O)Nc2ccc(CN3CCOCC3)cc2)c1,-3.0%,u,-21.8%,70.0%[activator],-0.3,-5.1%,-0.6%,42.5%,-9.6%
COc1cc(C)c(N)cc1C(C)C,-7.3%,-2.3%,-6.0%,u,0.2,3.0%,u,-0.6%,-4.2%
CC(=O)c1ccc(Nc2cc(C)nc3ncnn23)cc1,97.6%[activator],-2.7%,-8.6%,u,0.5,-9.2%,1.3%,25.8%,-4.2%
O=C(c1ccncc1)N1CCN(S(=O)(=O)c2ccc3ccccc3c2)CC1,3.0%,-8.2%,-6.3%,1.6%,0.3,-3.6%,0.3%,15.9%,5.1%
Cc1ccc(S(=O)(=O)N2CCN(C(=O)CSc3ccccn3)CC2)c(C)c1,-0.7%,x,-4.6%,u,1.5,x,x,28.1%,1.4%
CCc1cccc(CC)c1NC(=O)Cn1c(-c2ccc(F)cc2)noc1=O,48.2%[activator],0.5%,-2.9%,0.0%,1.3,-3.3%,9.8%,-0.3%,-6.8%
Cc1cccc(OCC(=O)Nc2ccc(S(=O)(=O)N(Cc3ccccc3)c3ccccc3)cc2)c1,6.8%,0.1%,1.8%,-22.8%,1.4,-9.5%,-7.1%,x,0.6%
Cc1ccc(CN2CCN(Cc3cccc4c3OCO4)CC2CCO)cc1 (stereo not drawn),30.5%[activator],-11.1%,-11.1%,3.5%,-0.2,-0.9%,26.9%,2.6%,-5.0%
C/C(=N\NC(=O)c1nn(C)cc1Br)c1ccncc1,9.8%,-3.8%,-2.8%,22.4%,-2.4,7.6%,21.3%,13.1%,-6.4%

# Limited to ERG-DNA inh and POLK inh (2 entries from above):
Compound,ERG-DNA inh,POLK inh
C/C(=N\NC(=O)c1nn(C)cc1Br)c1ccncc1,-6.4%,-2.8%
Cc1ccc(CN2CCN(Cc3cccc4c3OCO4)CC2CCO)cc1 (stereo not drawn),-5.0%,-11.1%

# The list goes on:
mol,POLI inh,Anesthetic bind,POLK inh,ALOX12 inh,TRHR ag,BLM helicase inh,Pol beta inh,APE1 inh,ERG-DNA inh
Cc1ccc(NC(=O)c2c(NC(=O)c3ccccc3)sc3c2CCC3)cc1,9.8%,-0.3%,7.1%,-2.5%,-0.2,-2.2%,15.4%,x,-0.8%
Cc1cccc(OCc2nnc(SCC(=O)Nc3sc(C)c(C)c3C#N)n2C)c1,4.6%,-23.9%,-15.6%,5.6%,-0.7,0.1%,22.3%,-1.6%,-0.7%
Cc1nc(C)c(-c2ccc(SCC(=O)Nc3cccc(Cl)c3)nn2)s1,6.1%,u,-7.3%,14.0%,0.1,-1.5%,1.0%,12.1%,14.4%
CCCN1CCc2c(sc(NC(=O)Cc3ccc(F)cc3)c2C(N)=O)C1,14.1%,-6.0%,-5.5%,-5.4%,0.3,-0.2%,-9.3%,26.6%,-3.7%
COc1ccc(CN(C(=O)c2oc3ccccc3c2C)C2CCS(=O)(=O)C2)cc1 (stereo not drawn),3.9%,-14.3%,-5.7%,3.1%,0.1,-5.5%,25.2%,-1.8%,5.3%
Cc1ccc(C)c(OCCC(=O)NCCc2ccc(Cl)cc2)c1,u,-15.1%,-9.4%,2.5%,-0.9,-5.3%,14.6%,-5.2%,-7.8%
CCOc1ccc(/C=N/Nc2ccccn2)cc1,-0.7%,-2.8%,-5.5%,-7.0%,-0.8,-3.7%,50.3%,-2.1%,-7.9%
Cc1ccnc(NC(=O)CCc2c(C)nc3ncnn3c2C)c1,19.2%,-9.2%,-8.9%,-9.5%,-0.4,1.7%,-0.4%,2.5%,5.5%
COc1cc(S(=O)(=O)NC2CCCC2)ccc1Cl,-3.9%,-2.8%,-12.7%,0.0%,0.0,-0.6%,1.7%,-5.6%,2.8%
CC1(C)CC(=O)C(CC(=O)N2CCC(Cc3ccccc3)CC2)C(=O)C1,-9.6%,-3.9%,-5.4%,-27.2%,-0.4,0.6%,12.6%,7.1%,12.6%
COc1cc(/C=C2\SC(=S)N(Nc3ccccc3)C2=O)cc(OC)c1OC,2.1%,u,-4.1%,u,1.1,-11.7%,24.4%,-1.2%,14.5%
O=C(OCCSCCOC(=O)C1CC=CCC1)C1CC=CCC1 (stereo not drawn),62.4%[activator],x,-17.0%,-17.7%,x,x,x,x,9.3%
Fc1ccc(Cn2nnnc2CN2CCc3ccccc3C2)cc1,-4.6%,-15.0%,-7.0%,u,0.9,-1.0%,0.6%,-2.1%,-5.8%
CCCCCCSc1nsc(NC(=O)CCC)n1,26.9%,-17.3%,-14.2%,-2.3%,0.5,-4.6%,1.1%,11.0%,-6.6%
O=C(NCCCN1CCOCC1)C(=O)N/N=C/c1c2ccccc2cc2ccccc12,21.7%,-10.8%,-23.9%,1.1%,-0.1,-2.3%,-10.9%,0.2%,-2.8%
CCN1CCOC(=O)C1CC(=O)Nc1ccc(Br)cc1 (stereo not drawn),-0.7%,-10.6%,-25.5%,-34.9%,-3.0,2.1%,-18.4%,x,2.8%
C[C@H](CO)N1C[C@H](C)[C@@H](CN(C)C(=O)NC2CCCCC2)Oc2c(NC(=O)Nc3ccccc3)cccc2C1=O,-10.6%,x,-7.5%,-3.2%,x,x,x,29.3%,-4.9%
COc1cc(NC(=O)c2ccc(C)cc2)c(OC)cc1NC(=O)CN1CCCCC1,-15.1%,-13.2%,-16.5%,22.8%,2.2,-7.3%,-16.2%,1.2%,3.7%
COC(=O)C1=C(C)NC(=O)/C1=C\c1cc(C)n(-c2ccccc2C)c1C,u,u,-14.6%,u,-0.6,-3.6%,-5.3%,0.3%,-8.1%
COc1ccc(N2CC(C(=O)OCC(=O)Nc3ccccc3C)CC2=O)cc1 (stereo not drawn),31.0%[activator],-17.2%,10.8%,15.9%,0.7,-1.8%,35.3%,-6.9%,2.0%
CCN(CC(=O)Nc1c(F)cccc1F)C(=O)c1ccc2ncsc2c1,23.7%,x,-0.8%,4.8%,0.2,x,x,4.5%,14.1%
CCOc1ccc(NC(=O)CC2C(=O)N(c3ccc(OC)cc3)C(=S)N2Cc2ccccn2)cc1 (stereo not drawn),17.5%,u,-10.2%,84.2%[activator],0.1,-10.2%,-23.9%,-5.3%,7.6%

# As entered above:
# POLI inh with `Cc1cccc(OCc2nnc(SCC(=O)Nc3sc(C)c(C)c3C#N)n2C)c1` stands at 4.6%
# POLK inh with `COc1ccc(CCNC(=O)C2CCCN(c3nc4ccccc4s3)C2)cc1OC` (stereo not drawn) stands at -8.6%
# POLK inh with `COc1ccc(CN(C(=O)c2oc3ccccc3c2C)C2CCS(=O)(=O)C2)cc1` (stereo not drawn) stands at -5.7%
